# CIT2 TOR yeast – alters CIT2-GFP fluorescence in TOR pathway yeast screen; S. cerevisiae CIT2-GFP strain, flow cytometry, 3 h; 100 means same as DMSO wells; GFP response vs DMSO, % at 10 µM; 0.065% of 320,000 active; AID 2029;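 active = GFP response relative to DMSO above a set limit, near the screen mean plus 3 SD, cut at about 150% in these data; inconclusive = Fewer than 70 cells measured for a yeast strain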;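 note: ratio of well median GFP fluorescence to mean of DMSO wells on the plate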
# VLA-4 inh – inhibition in a human VLA-4 binding assay | 0.2% of 330,000 active | AID 2557 | inhibition, % (about 7 µM as worked out from the volumes in the protocol) | VLA-4 expressing cells, ligand binding flow cytometry | P13612; in the data active = inhibition above about 50%
# GRK2 aptamer HTS – human GRK2 inhibition via aptamer displacement | P25098 | bead flow cytometry, FAM-aptamer displacement from GRK2 | inhibition of aptamer binding, % at 10 µM | 0.59% of 330,000 active;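 active = inhibition of aptamer binding above 40%, roughly 3 SD of noise, on plates passing a quality check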;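 note: median bead fluorescence of bound FAM aptamer so fluorescent compounds give negative values; no value below 0 was filed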
# AGP1 TOR yeast – yeast TOR pathway AGP1-GFP modulation; 0.02% of 320,000 active; S. cerevisiae AGP1-GFP multiplex flow cytometry, 3 h; GFP as percent of DMSO wells; GFP response vs DMSO, % at 10 µM; AID 2066;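 active = GFP response relative to DMSO above a set limit, near screen average plus 3 SD, cut at about 150% in these data; inconclusive = fewer than 70 cells counted for the yeast strain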;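 note: median GFP channel fluorescence of the gated AGP1 strain per well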
# MEX-5 binding – C. elegans MEX-5 TCR-2 RNA binding activity; MEX-5/FITC-TCR2 RNA binding, fluorescence polarization; active compounds read low; activity score (negative = inhibition of binding), % at 10 µM; 0.38% of 300,000 active;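 active = inhibition past about -25% in most replicates, and total fluorescence under double the plate's negative control median, limit read from the data; inconclusive = replicates evenly split on the limit, or fluorescence at least double controls; inactive = too little inhibition in most replicates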;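 note: 0% = DMSO and -100% = 5 µM competing unlabeled TCR2 RNA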
# Bcl-xL primary – inhibitors of human Bcl-xL; inhibition, % at 10.9 µM; AID 2129; GST-Bcl-xL / FITC-Bim BH3 peptide fluorescence polarization; 0.7% of 320,000 active;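 active = inhibition above the mean of all tested compounds plus 3 SD, cutoff set per campaign, cut at about 30% in these data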;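 note: 0% = DMSO wells and 100% = unlabeled Bim-BH3 peptide competitor; inhibitors lower millipolarization by displacing the labeled peptide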
# Target sequence (Q07817 whole entry, looked up): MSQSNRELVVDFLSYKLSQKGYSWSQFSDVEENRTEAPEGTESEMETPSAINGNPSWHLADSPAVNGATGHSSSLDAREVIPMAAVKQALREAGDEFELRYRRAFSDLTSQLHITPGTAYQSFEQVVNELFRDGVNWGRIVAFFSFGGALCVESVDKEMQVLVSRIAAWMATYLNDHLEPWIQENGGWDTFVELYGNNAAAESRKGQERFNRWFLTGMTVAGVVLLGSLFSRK
# GLD-1 TGE inh – GLD-1-TGE RNA interaction inhibition (C. elegans); Q17339; purified GLD-1 + fluorescein TGE RNA, fluorescence polarization; inhibition, % at 5.96 µM; 0.44% of 320,000 active;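 active = percent inhibition above a per-plate cutoff, the plate mean of test compounds plus 3 SD, cut at about 30% in these data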;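 note: 0% = DMSO wells with GLD-1 and probe and 100% = wells lacking GLD-1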
# Target sequence (Q17339 whole entry, looked up): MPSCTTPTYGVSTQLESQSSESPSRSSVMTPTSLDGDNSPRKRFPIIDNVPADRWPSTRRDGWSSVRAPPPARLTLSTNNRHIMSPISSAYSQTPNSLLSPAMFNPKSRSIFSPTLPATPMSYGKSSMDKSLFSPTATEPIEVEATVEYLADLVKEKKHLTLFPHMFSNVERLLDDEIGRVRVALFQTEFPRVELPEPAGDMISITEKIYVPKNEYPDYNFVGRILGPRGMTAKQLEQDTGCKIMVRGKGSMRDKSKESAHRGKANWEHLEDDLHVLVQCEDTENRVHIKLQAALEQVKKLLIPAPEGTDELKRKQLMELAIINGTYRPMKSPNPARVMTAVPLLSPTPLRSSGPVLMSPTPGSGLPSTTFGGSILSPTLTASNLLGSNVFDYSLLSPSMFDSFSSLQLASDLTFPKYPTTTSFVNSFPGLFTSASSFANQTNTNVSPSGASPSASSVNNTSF
# MCL1-BIM inh – disrupts human MCL1 binding to BIM-BH3 peptide. 0.68% of 320,000 active. inhibition, % at 10.9 µM. Q07820. GST-MCL1 / FITC-Bim-BH3 fluorescence polarization;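 active = inhibition above the mean inhibition of all tested compounds plus 3 SD, set per campaign, cut at about 40% in these data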;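 note: 0% = DMSO wells and 100% = unlabeled Bim-BH3 peptide control; higher means more loss of mP so more displacement of Bim peptide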
# Target sequence (Q07820 whole entry, looked up): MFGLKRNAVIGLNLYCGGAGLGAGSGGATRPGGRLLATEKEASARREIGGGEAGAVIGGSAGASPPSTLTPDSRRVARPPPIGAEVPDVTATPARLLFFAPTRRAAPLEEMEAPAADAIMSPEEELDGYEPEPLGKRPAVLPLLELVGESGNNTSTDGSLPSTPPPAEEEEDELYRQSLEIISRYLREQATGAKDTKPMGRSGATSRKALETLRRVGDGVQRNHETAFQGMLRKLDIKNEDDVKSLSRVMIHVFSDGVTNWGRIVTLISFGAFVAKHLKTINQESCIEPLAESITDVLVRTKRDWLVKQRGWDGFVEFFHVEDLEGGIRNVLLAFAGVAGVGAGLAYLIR
# Yeast superoxide – caloric restriction mimetics inhibiting age-related superoxide in yeast | S. cerevisiae aged cells, superoxide DHE fluorescence; active compounds read low | superoxide response (% of plate mean), % at 10 µM | 0.18% of 330,000 active;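 active = superoxide response under a set limit, about three screen SD below normal, cut at about 65% in these data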;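 note: yeast aged for seven days with compound at 30 °C before DHE staining; 100% = average MFI of all compound-treated wells on the plate with controls excluded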
# The depositor's hits bear a star; ? = inconclusive; nt = no result given.
Structure,CIT2 TOR yeast,VLA-4 inh,GRK2 aptamer HTS,AGP1 TOR yeast,MEX-5 binding,Bcl-xL primary,GLD-1 TGE inh,MCL1-BIM inh,Yeast superoxide
COc1ccc(CCn2c(C)cc(C(=O)COC(=O)c3cnccn3)c2C)cc1,107.8,-0.9,3.0,113.6,0.7,-1.2,1.2,-3.0,107.2
O=Cc1ccc(N2CCCC2)c([N+](=O)[O-])c1,94.3,1.9,0.0,89.2,-7.8,2.4,4.0,-3.5,88.0
COc1cccc(NC(=O)NNC(=O)C(C)Oc2ccc3ccccc3c2)c1 (stereo not given),93.0,6.8,0.0,94.6,2.8,nt,nt,nt,109.9
Cn1c(=O)c([N+](=O)[O-])c(N2CCSCC2)c2ccccc21,92.7,30.0,4.0,98.7,1.4,2.2,-6.7,3.5,103.3
Cc1cc2n(n1)C(c1cn(-c3ccccc3)nc1C)Nc1c(C)cccc1-2 (stereo not given),95.9,5.5,2.0,97.7,-0.6,3.0,-2.6,-4.6,128.2
Brc1ccc(-c2nnc3sc(CNCc4ccc5c(c4)OCO5)cn23)cc1,94.7,-9.3,0.0,97.3,-0.9,-3.2,-2.2,-0.6,91.5
CCc1cc(=O)oc2cc(C)c(CN3CCCC(C)C3)c(O)c12 (stereo not given),94.8,-6.0,1.0,102.3,0.8,24.5,10.2,46.6*,78.5
COC(=O)CN1C(=O)[C@H]2[C@@H](C3CC3)N3C(=O)CN(CCO)C(=O)[C@@]3(Cc3ccccc3)[C@H]2C1=O,85.9,22.4,1.0,88.6,3.7,0.2,-5.8,-3.7,91.5
Cc1ccsc1C(=O)Nc1ccccc1N1CCCC1,88.4,-8.6,0.0,104.2,0.5,7.0,1.0,8.3,90.7
CCN(CC)S(=O)(=O)c1ccc(-c2nnc(SCc3nnc(-c4ccccc4)o3)o2)cc1,98.4,9.4,0.0,98.0,3.0,1.5,-0.1,3.0,104.8
COc1cc(/C(C)=N/NC(=O)CN2CCN(S(=O)(=O)c3ccc(C)cc3)CC2)ccc1O,89.8,11.5,5.0,97.0,0.2,2.1,-2.8,1.7,98.0
C[C@@H](C(=O)NCCc1ccc(F)cc1)N1C(=O)N2CCc3c([nH]c4ccccc34)[C@@]2(C)C1=O,95.6,-0.7,3.0,90.0,-0.8,4.2,6.8,2.2,111.7
CC(C)CC(c1nnnn1Cc1ccccc1)N1CCN(C(=O)c2ccco2)CC1 (stereo not given),108.3,4.4,2.0,107.3,2.2,10.9,5.8,-7.6,97.1
CCOCCCNC(=O)c1ccc2c(c1)ncn2-c1ccccc1OC,92.2,7.6,2.0,85.7,0.0,0.0,2.0,-2.6,99.1
O=C(CCCOc1ccc(Cl)cc1)NC1CCCCC1,83.4,-1.2,1.0,89.0,-2.4,3.6,1.0,-5.0,94.5
CCOCCCn1c(SC(C)C(=O)NCC2CCCO2)nc2sc(C)c(C)c2c1=O (stereo not given),98.2,5.8,4.0,103.9,nt,4.7,1.8,6.3,86.2
COc1ccc(CNC(=O)CN(c2ccc(OC)c(Cl)c2)S(=O)(=O)c2ccc(C)cc2)cc1,nt,-16.1,2.0,91.7,-1.9,-3.3,8.2,1.9,102.8
O=C(O)CSc1nnc(COc2cccc3ccccc23)o1,116.3,9.6,3.0,106.9,0.6,4.0,3.5,7.2,100.1
O=C1Cc2cc([N+](=O)[O-])ccc2N1c1c(Cl)cccc1Cl,88.4,-3.1,1.0,94.3,1.9,4.6,15.5,3.9,105.1
O=C(CN1C(=O)c2ccccc2C1=O)NCCc1c[nH]c2ccccc12,98.7,26.7,0.0,99.7,0.4,0.8,7.8,-11.9,103.3
O=c1cc(-c2ccccc2)[nH][nH]1,83.0,25.2,0.0,87.1,1.6,-0.7,7.1,3.3,99.2
Oc1ccc(/C=N/Nc2nc(-c3ccccc3F)nc3ccccc23)c(O)c1,97.8,-51.3,1.0,93.0,-1.4,-2.2,-22.9,-13.3,90.7
Cc1cc(N2C(=O)C3C4C=CC(C4)C3C2=O)no1 (stereo not given),nt,10.7,1.0,99.9,-1.1,5.2,1.4,11.1,101.0
Cc1oc(S(=O)(=O)N2CCCCC2)cc1NC(=O)Nc1ccc(F)cc1,101.1,8.4,1.0,111.2,-1.0,6.4,-1.9,10.4,102.8
Cc1cc(C)c(C)c(S(=O)(=O)NCC(=O)NCC2CCCCC2)c1C,100.4,5.8,0.0,101.5,1.2,-1.3,-0.5,-1.9,109.8
Cc1ccc(/C=c2\sc3n(c2=O)CN(c2cccc(Br)c2)CN=3)o1,98.9,-2.0,0.0,89.7,-0.9,16.8,13.6,11.4,92.0
CCOC(=O)C1=C(CBr)NC(=O)NC1C (stereo not given),107.5,-6.1,1.0,114.0,-2.2,2.7,-3.5,-5.1,109.4
Cc1[nH]c(=O)[nH]c(=O)c1Sc1ccccc1[N+](=O)[O-],98.1,2.7,0.0,100.4,1.7,4.4,1.6,5.5,100.3
O=C(c1ccccc1NS(=O)(=O)c1ccc(F)cc1F)N1CCCCC1,113.9,-2.7,0.0,103.0,nt,nt,0.5,nt,109.5
O=C(COc1ccccc1)NCC(=O)NC1CCCCC1,98.8,0.3,1.0,102.9,nt,0.6,-5.1,-3.4,96.7

# Records listed above marked active in MCL1-BIM inh:
canonical_smiles | CIT2 TOR yeast | VLA-4 inh | GRK2 aptamer HTS | AGP1 TOR yeast | MEX-5 binding | Bcl-xL primary | GLD-1 TGE inh | MCL1-BIM inh
CCc1cc(=O)oc2cc(C)c(CN3CCCC(C)C3)c(O)c12 (stereo not given) | 94.8 | -6.0 | 1.0 | 102.3 | 0.8 | 24.5 | 10.2 | 46.6*

# (cont.)
Structure,CIT2 TOR yeast,VLA-4 inh,GRK2 aptamer HTS,AGP1 TOR yeast,MEX-5 binding,Bcl-xL primary,GLD-1 TGE inh,MCL1-BIM inh,Yeast superoxide
O=C(NCCc1ccccc1)C1CCN(S(=O)(=O)c2cccc3nonc23)CC1,86.0,2.7,0.0,91.8,-0.3,0.8,-0.7,-1.6,85.3
O=c1[nH]c2ccc(Br)cc2c(-c2ccccc2)c1CN1CCOCC1,106.0,11.4,5.0,107.6,0.9,14.1,4.0,7.8,98.0
CCOC(=O)c1cc(-c2cccnc2)nn1-c1ccccc1C,95.0,1.6,1.0,101.4,0.2,8.4,5.5,4.6,97.4
CCOC(=O)C(=CNc1cc(C)nn1-c1ccc(Cl)cc1)C(=O)OCC,83.0,0.2,2.0,105.0,-0.1,-3.7,8.5,3.0,103.8
O=S(=O)(NCC1(N2CCOCC2)CCCCC1)c1ccccc1Cl,93.3,2.4,0.0,98.5,2.7,-3.1,2.7,0.8,128.2
COc1ccc(/C=N/NC(=S)N[C@H]2CC3CCC2C3)cc1 (stereo not given in full),90.0,24.7,0.0,91.2,-2.2,-0.8,3.6,-1.0,106.7
Cc1ccc(NC2CCCCC2NS(=O)(=O)c2ccccc2)c(C)c1 (stereo not given),99.4,7.5,0.0,94.8,2.0,3.6,0.5,5.1,110.3
CN(C)c1ccc(/C=C/c2nc3ccccc3c(=O)n2-c2ccc(C(=O)O)cc2)cc1,90.9,-132.7,7.0,95.2,?,-13.7,-87.7,-60.6,99.8
COc1c2occc2cc2ccc(=O)oc12,90.5,-1.0,1.0,89.0,nt,7.7,2.7,10.1,97.8
O=C(CCNC(=O)c1ccco1)Nc1ccc(OC(F)(F)F)cc1,108.8,4.9,0.0,103.3,0.7,4.5,8.9,-2.1,105.6
CC(/C=C/c1ccco1)=N\NC(=O)c1cc(Cl)ccc1O,108.5,0.4,8.0,99.8,-1.6,4.0,-13.2,8.9,95.9
Cc1nc(C)c(Oc2cccc(C(F)(F)F)c2)c(=O)[nH]1,nt,6.1,2.0,nt,-1.8,6.1,-1.1,2.7,115.0
N#CC1=C(N)NC(=S)C(C(N)=O)C1c1ccccc1F (stereo not given),110.6,-1.7,2.0,113.0,-2.9,10.7,11.6,11.4,92.1
COc1ccccc1N1CCN(/N=C/c2ccc(Cl)c([N+](=O)[O-])c2)CC1,102.0,4.2,100.0*,96.8,-3.1,3.4,4.9,-4.5,97.3
O=C(c1cnccn1)N(c1ccccc1)C1(C(=O)NC2CCCCC2)CCCCC1,100.3,3.7,0.0,97.8,-0.7,1.7,-1.9,3.3,91.8
COc1ccc(N=Nc2ccc(O)c(P(=O)(c3ccccc3)c3ccccc3)c2)cc1,102.1,0.4,0.0,96.4,-3.0,-2.0,-1.9,-5.4,102.6
CCOC(=O)c1ccc(NC(=O)c2nc[nH]c2C(=O)N2CCc3ccccc3C2)cc1,101.2,10.8,0.0,91.6,1.9,3.6,-4.9,1.7,94.4
Cn1cc(S(=O)(=O)NCc2ccc(Cl)cc2)c(=O)n(C)c1=O,92.3,20.0,4.0,104.7,nt,-0.4,-2.6,-3.0,102.4
COc1ccc(CN2CCNC(=O)C2CC(=O)NC2CC(C)(C)CC(C)(C)C2)cc1OC (stereo not given),103.3,-2.8,0.0,101.8,-2.4,3.6,5.1,1.5,113.3
Cc1ccc(C(=C2C3C=CC2C2C(=O)NC(=O)C32)c2ccc(C)cc2)cc1 (stereo not given),100.1,55.8*,0.0,103.9,-0.1,3.7,0.0,-2.4,114.5
O=C1CC(c2cccc(Cl)c2)CC(O)=C1C=Nc1ccccc1 (stereo not given),105.4,5.9,0.0,101.6,1.7,3.1,2.9,2.1,109.0
CCCCNC(=O)Oc1c(Br)cc2sc(=O)oc2c1Br,60.8,15.7,12.0,97.5,nt,29.6,12.3,77.1*,109.6
CCn1c(SCC(=O)NNC(=O)c2ccccc2)nnc1-c1ccco1,104.8,-2.9,2.0,106.2,-1.7,4.2,3.8,-1.9,105.7
CN(C)c1ccc(NC(=S)c2ccccn2)cc1,94.6,-72.6,2.0,102.2,-3.2,4.1,2.0,4.2,82.9
O=C(Nc1ccc(Cl)cc1)c1ccc(OC2CSC2)cc1,97.5,33.3,1.0,103.3,0.2,0.8,2.5,-7.1,117.6
COc1cccc(N2CCN(C(=O)c3ccc(-c4ccccc4)cc3)CC2)c1,88.6,-5.5,3.0,97.1,-2.7,5.0,0.2,1.8,78.7
O=C(CSc1nnc(-c2ccccn2)o1)Nc1ccccc1C(F)(F)F,98.5,9.2,0.0,99.0,-0.4,-0.9,1.0,-0.5,90.5
Cc1ccc(C2CC(c3ccc(Br)cc3)=NN2C(=O)CSC2=NN3CCCC(=O)N=C3S2)cc1 (stereo not given),104.8,3.7,0.0,105.0,2.2,7.2,9.5,4.2,92.0
CSc1nccc(-c2c(-c3ccc(Cl)cc3)noc2C)n1,97.8,1.3,0.0,100.6,0.0,-0.8,0.2,-1.2,99.7
CNC(=O)NC(=O)C(C)Oc1ccccc1F (stereo not given),97.4,-7.1,1.0,97.5,0.6,-5.0,-2.1,1.0,93.9
COCCCn1c(SCc2nnc(-c3ccc(OC)c(OC)c3)o2)nc2ccccc2c1=O,93.8,-4.3,0.0,97.6,2.1,7.3,3.3,4.2,105.0
CCO[C@H]1OC(C(=O)NCc2ccccc2)=C[C@@H](C(C)(C)C)[C@@H]1CCCO,71.1,13.9,0.0,79.1,0.0,-0.9,4.8,-0.8,100.4
